# MEX-5 binding – C. elegans MEX-5 TCR-2 RNA binding activity; MEX-5/FITC-TCR2 RNA binding, fluorescence polarization; hits give low values; activity score (negative = inhibition of binding), % at 10 µM; 0.38% of 300,000 active; Q9XUB2;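 active = inhibition past about -25% in most replicates, and total fluorescence under double the plate's negative control median, limit read from the data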;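 note: 0% = DMSO and -100% = 5 µM competing unlabeled TCR2 RNA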
# VLA-4 inh – inhibition in a human VLA-4 binding assay. P13612. VLA-4 expressing cells, ligand binding flow cytometry. inhibition, % (about 7 µM as worked out from the volumes in the protocol). 0.2% of 330,000 active. AID 2557; in the data active = inhibition above about 50%
# MCL1 BIM primary – disrupts human MCL1 binding to BIM-BH3 peptide | GST-MCL1 / FITC-Bim-BH3 fluorescence polarization | inhibition, % at 10.9 µM | 0.68% of 320,000 active;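 active = inhibition above the mean inhibition of all tested compounds plus 3 SD, set per campaign, cut at about 40% in these data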;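 note: 0% = DMSO wells and 100% = unlabeled Bim-BH3 peptide control; higher means more loss of mP so more displacement of Bim peptide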
# Fam108B counter – Fam108B inhibition, counter-screen for RBBP9 inhibitors; recombinant Fam108B, FP-Rh probe fluorescence polarization; inhibition, % at 9.51 µM; 0.33% of 300,000 active;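 active = inhibition above the screen mean inhibition plus 3 SD, computed separately per campaign, cut at about 18% in these data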;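 note: inhibitors lower polarization as less probe binds the enzyme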
# GRK2 aptamer HTS – blocks RNA aptamer binding to human GRK2. 0.59% of 330,000 active. AID 488847. bead flow cytometry, FAM-aptamer displacement from GRK2. P25098. inhibition of aptamer binding, % at 10 µM;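 active = inhibition of aptamer binding above 40%, roughly 3 SD of noise, on plates passing a quality check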;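 note: median bead fluorescence of bound FAM aptamer so fluorescent compounds give negative values; no value below 0 was filed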
# Target sequence (P25098 whole entry, looked up): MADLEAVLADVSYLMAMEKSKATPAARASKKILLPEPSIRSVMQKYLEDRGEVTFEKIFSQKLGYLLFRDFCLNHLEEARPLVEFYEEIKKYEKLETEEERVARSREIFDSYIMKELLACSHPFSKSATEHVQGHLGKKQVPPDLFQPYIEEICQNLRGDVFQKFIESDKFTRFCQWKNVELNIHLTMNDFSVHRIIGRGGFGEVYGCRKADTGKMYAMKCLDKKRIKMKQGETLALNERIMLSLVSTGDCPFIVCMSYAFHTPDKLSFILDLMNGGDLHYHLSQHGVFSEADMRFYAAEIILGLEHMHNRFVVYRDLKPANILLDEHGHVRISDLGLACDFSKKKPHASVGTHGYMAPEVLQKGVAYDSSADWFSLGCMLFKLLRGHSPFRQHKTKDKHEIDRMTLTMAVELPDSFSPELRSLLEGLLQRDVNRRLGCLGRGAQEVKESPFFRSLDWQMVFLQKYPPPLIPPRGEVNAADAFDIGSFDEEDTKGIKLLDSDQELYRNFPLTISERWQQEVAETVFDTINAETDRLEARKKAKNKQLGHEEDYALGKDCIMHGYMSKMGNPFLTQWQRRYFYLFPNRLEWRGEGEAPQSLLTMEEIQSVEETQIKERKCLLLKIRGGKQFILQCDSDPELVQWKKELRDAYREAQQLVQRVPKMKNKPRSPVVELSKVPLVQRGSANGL
# Bcl-xL primary – blocks human Bcl-xL binding to Bim BH3 peptide | Q07817 | GST-Bcl-xL / FITC-Bim BH3 peptide fluorescence polarization | inhibition, % at 10.9 µM | 0.7% of 320,000 active;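 active = inhibition above the mean of all tested compounds plus 3 SD, cutoff set per campaign, cut at about 30% in these data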;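 note: 0% = DMSO wells and 100% = unlabeled Bim-BH3 peptide competitor; inhibitors lower millipolarization by displacing the labeled peptide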
# Target sequence (Q07817 whole entry, looked up): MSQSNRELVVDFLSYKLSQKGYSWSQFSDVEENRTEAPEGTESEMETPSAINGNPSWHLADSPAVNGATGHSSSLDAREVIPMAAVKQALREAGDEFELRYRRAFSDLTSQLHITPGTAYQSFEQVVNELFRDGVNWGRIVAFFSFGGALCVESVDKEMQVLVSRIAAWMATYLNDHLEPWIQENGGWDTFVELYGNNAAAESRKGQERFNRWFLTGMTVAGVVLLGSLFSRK
# CIT2-GFP yeast – modulators of TOR pathway CIT2-GFP in S. cerevisiae; S. cerevisiae CIT2-GFP strain, flow cytometry, 3 h; 100 means same as DMSO wells; GFP response vs DMSO, % at 10 µM; 0.065% of 320,000 active;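 active = GFP response relative to DMSO above a set limit, near the screen mean plus 3 SD, cut at about 150% in these data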;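 note: ratio of well median GFP fluorescence to mean of DMSO wells on the plate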
# AGP1-GFP MLPCN – alters AGP1-GFP fluorescence in TOR pathway yeast screen. GFP response vs DMSO, % at 10 µM. 0.02% of 320,000 active. AID 2066. S. cerevisiae AGP1-GFP multiplex flow cytometry, 3 h; GFP as percent of DMSO wells;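 active = GFP response relative to DMSO above a set limit, near screen average plus 3 SD, cut at about 150% in these data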;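 note: median GFP channel fluorescence of the gated AGP1 strain per well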
# GLD-1 TGE inh – GLD-1-TGE RNA interaction inhibition (C. elegans). 0.44% of 320,000 active. purified GLD-1 + fluorescein TGE RNA, fluorescence polarization. inhibition, % at 5.96 µM. Q17339;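 active = percent inhibition above a per-plate cutoff, the plate mean of test compounds plus 3 SD, cut at about 30% in these data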;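 note: 0% = DMSO wells with GLD-1 and probe and 100% = wells lacking GLD-1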
# Numbers without * were called inactive; . = not tested or not shown. Random draw from the library; about 2.2% have a hit in one of these screens.
SMILES,MEX-5 binding,VLA-4 inh,MCL1 BIM primary,Fam108B counter,GRK2 aptamer HTS,Bcl-xL primary,CIT2-GFP yeast,AGP1-GFP MLPCN,GLD-1 TGE inh
O=C(Nc1cccnc1)OC1CCCCC1,2.5,-0.2,3.4,6.0,3.0,3.9,99.8,81.5,-3.1
CC(=O)Nc1ccc(NC(=O)CSc2ccc3nnc(-c4ccccn4)n3n2)cc1,0.4,-6.5,9.0,-0.2,7.0,5.9,.,93.7,-6.1
C[C@@H]1CC[C@@]23COC(=O)C2=CCC[C@@H]3[C@@]1(C)CC/C(=C/CO)CO,.,-11.7,1.0,-0.2,0.0,2.2,94.5,99.1,6.2
COc1ccc(CC(=O)Nc2ccccc2N2CCCC2)cc1,-3.6,5.7,9.4,1.9,0.0,3.3,96.3,101.8,9.5
O=C1CN(/N=C/c2ccc([N+](=O)[O-])o2)C(=O)N1,-0.4,10.1,18.8,-1.6,3.0,9.6,103.2,94.8,13.8
COc1cccc(C(=O)Oc2cc(N)n(S(=O)(=O)c3ccc(C)cc3)n2)c1OC,-2.1,8.5,-2.2,-5.7,0.0,6.7,104.0,102.9,11.6
Cc1cc(NC(=O)CSc2nnc(CNc3cccc(C(F)(F)F)c3)n2Cc2ccco2)no1,-0.5,-0.3,7.5,-1.1,2.0,5.4,90.4,100.2,4.7
COc1cccc(-c2cc(C(=O)N3CCc4ccccc4C3)[nH]n2)c1,-1.0,-13.2,-0.9,4.8,0.0,6.4,100.0,97.8,1.4
O=C(C1CCCO1)N1CCN(C(=S)Nc2cc(F)cc(F)c2)CC1 (centres undefined),0.5,-4.6,9.2,0.5,5.0,4.3,.,101.0,-0.7
O=C(CCN1C(=O)c2ccccc2C1=O)Nc1cccc(O)c1,-0.1,-2.1,1.9,1.5,0.0,2.5,102.0,108.5,-0.9
COC(=O)c1cnc(Oc2ccc(NC(=O)NC(=O)c3c(F)cccc3Cl)cc2)cc1C(F)(F)F,-1.6,-3.2,6.2,-3.2,2.0,5.4,97.0,97.9,0.2
COc1ccc(NC(=O)C(CC(=O)O)Cc2ccc(Cl)cc2)cc1 (centres undefined),-0.9,7.8,-1.4,4.0,1.0,11.4,99.8,95.7,5.6
CCOc1ccc(NC(=O)CSc2nc(=O)n(CCCN3CCOCC3)c3c2CCC3)cc1,0.2,-2.5,-5.7,1.0,0.0,-0.2,98.2,101.5,-2.9
CCCCNC(=O)CNC(=S)N(Cc1ccccc1)Cc1cccnc1,0.0,6.3,-2.6,-9.9,0.0,0.6,110.4,103.5,-0.6
CCOc1ccccc1OCC(=O)NN1Cc2ccccc2C1=N,0.3,2.5,0.6,1.9,0.0,3.7,105.2,102.9,1.7
Cn1c(C(=O)OCC(=O)NCc2ccc(F)cc2)cc2occc21,1.5,16.3,0.2,-1.9,3.0,1.3,100.1,110.3,-9.5
Cc1nc2ccccc2c2c1CC(C(C)(Cl)Br)O2 (centres undefined),2.5,9.1,0.7,0.2,2.0,6.1,97.8,100.0,-1.3
Cc1cc2ccccc2n1CCNC(=O)C(C)(C)C,2.6,-27.4,9.0,-5.6,3.0,12.6,99.4,95.8,27.3
O=C(O)c1ccc(CN2C(=O)c3ccccc3S2(=O)=O)cc1,0.7,-6.1,4.5,3.1,0.0,2.6,102.9,101.4,2.8
Nc1nc(SCC(=O)Nc2ccccc2)[nH]c(=O)c1NC(=O)c1cccs1,0.9,10.8,5.8,2.6,4.0,6.9,106.5,104.9,3.9
Cc1csc(NC(=O)CS(=O)(=O)Cc2ccccc2)n1,2.3,0.6,11.5,1.2,0.0,0.0,97.6,98.5,-6.6
c1ccc(CSc2nccc(-c3ccco3)n2)cc1,0.0,-7.1,15.0,4.7,0.0,6.1,96.1,96.3,-2.5
Cc1cc(-c2csc3ncnc(N4CCN(C)CC4)c23)cc(C)c1C,-0.4,-5.9,13.2,-3.8,2.0,8.1,91.6,85.4,-0.6
COC(=O)Nc1sc2c(c1C(=O)N1CCOCC1)CCC(C)C2 (centres undefined),-0.6,4.8,12.1,1.2,1.0,6.3,107.5,104.7,9.1
COc1cccc(-n2c(Cc3cc(=O)[nH]c(=O)[nH]3)nnc2SCC(=O)NC2CCCC2)c1,.,-1.6,11.0,-0.5,0.0,11.1,99.0,108.5,12.9

# The listing continues:
SMILES,MEX-5 binding,VLA-4 inh,MCL1 BIM primary,Fam108B counter,GRK2 aptamer HTS,Bcl-xL primary,CIT2-GFP yeast,AGP1-GFP MLPCN,GLD-1 TGE inh
Cc1cccc(-n2cnc(C(=O)Nc3cccnc3)c2)n1,-4.2,2.1,-0.8,-1.1,2.0,10.6,105.7,107.4,2.1
Cn1cc(S(=O)(=O)CC(=O)N2CCc3ccccc32)c2ccccc21,-0.2,2.8,-1.4,2.0,0.0,0.6,96.7,98.4,3.8
O=C(Nc1ncn[nH]1)c1cc(S(=O)(=O)Nc2cccc(C(F)(F)F)c2)ccc1Cl,1.6,7.2,7.2,1.8,0.0,6.6,99.8,89.5,-0.1
C/C(=N/NS(=O)(=O)c1cc(C)ccc1C)c1ccc2c(c1)OCO2,0.0,10.7,.,.,0.0,.,85.0,92.1,.
CC1(C)CC(=O)N(c2cc(Cl)ccc2Cl)C(=O)C1,-0.9,-4.4,-3.3,1.4,0.0,1.7,92.6,101.2,-2.4
COc1cc(C2NC(=O)NC(C)=C2C(=O)OC(C)C)ccc1OC(=O)c1ccco1 (centres undefined),-2.3,7.7,-2.4,0.6,2.0,1.7,101.5,103.9,1.8
CCOc1ccc(CCNC(=O)Cn2ccc3ccccc3c2=O)cc1OCC,3.4,12.0,8.6,4.3,1.0,3.2,113.8,111.1,-2.5
Nc1nnc(SCC(=O)Nc2cccc(S(=O)(=O)N3CCCCC3)c2)s1,.,-11.1,-3.2,.,1.0,4.2,90.3,97.4,4.5
Cc1ccc(C(C(=O)NCc2ccc(F)cc2)N(Cc2ccco2)C(=O)c2snc(C(N)=O)c2N)o1 (centres undefined),-2.4,9.5,3.0,2.7,0.0,-0.5,103.7,102.5,5.0
COC(=O)c1ccc(Cn2cnc3cnccc32)cc1,2.7,12.3,0.4,-1.9,.,0.0,107.4,92.1,1.6
O=C(O)CN1C(=O)/C(=C/c2ccsc2)SC1=S,1.9,-0.4,8.2,-0.7,2.0,4.5,90.5,98.0,0.7
COc1ccc2nc(-c3ccccc3)nc(C3CCCCC3)c2c1,4.0,7.6,-10.5,-4.4,1.0,1.1,62.9,76.8,6.8
CC1CCCC(NC(=O)CSc2nnc(C(F)(F)F)n2C)C1C (centres undefined),.,-0.3,-2.6,.,2.0,-2.7,94.7,93.6,4.3
OCCC1CN(CC#Cc2ccccc2)CCN1Cc1ccccc1F (centres undefined),2.3,1.4,0.7,2.7,0.0,2.5,100.8,103.2,-0.5
Cc1ccc(/C=C2/SC(=S)N(c3ccc(S(=O)(=O)Nc4nccs4)cc3)C2=O)cc1,4.2,-17.6,-1.2,-3.5,3.0,-3.0,.,.,2.1
CC(C)N(Cc1ccccc1)S(=O)(=O)c1ccc2c(c1)NC(=O)CO2,-4.9,2.6,5.8,-2.4,3.0,4.2,109.3,104.2,3.4
CCc1ccc2[nH]c(=O)c(CN(Cc3ccccc3OC)C(=O)Nc3ccccc3OC)cc2c1,-2.8,-7.4,4.9,-9.6,3.0,-0.4,95.8,105.2,0.0
CC(C)Sc1nnc(NC(=O)c2ccc3c(c2)OCO3)s1,3.0,-13.0,12.1,0.9,0.0,1.8,93.0,88.5,0.5
Cc1ccc(C)n1-n1cnc2sc(-c3ccccc3)cc2c1=O,2.1,-5.6,6.4,-8.6,2.0,1.6,98.5,102.1,5.4
CC(=O)Cc1cc(O)c2ccccc2c1OC(=O)c1ccc(Br)cc1,-4.7,-1.2,10.0,2.4,0.0,4.5,105.0,99.1,3.7
CC(C)CN(C(=O)CSc1ncnc2ccccc12)C1CCS(=O)(=O)C1 (centres undefined),.,-3.4,1.4,.,5.0,5.1,102.3,102.0,0.6
O=C(NNS(=O)(=O)c1ccccc1)c1cc2cc3ccccc3nc2s1,-8.8,11.7,10.2,-1.8,0.0,7.8,90.7,91.0,4.7
Cc1ccc(S(=O)(=O)Nc2ccc(C(=O)N3CCN(c4ccccc4O)CC3)cc2)cc1[N+](=O)[O-],0.1,5.8,0.1,1.7,3.0,1.5,85.5,102.1,-8.0
CC1(c2nnc(Cc3ccccc3)o2)CC(c2ccc(Br)cc2)=NO1 (centres undefined),1.5,10.9,-14.8,-4.0,2.0,-5.7,92.3,99.0,-6.9
O=[N+]([O-])c1cc(S(=O)(=O)/N=C(/c2ccccc2)N2CCOCC2)ccc1Cl,-0.5,-14.4,3.9,-1.8,0.0,1.4,99.0,98.4,3.2

# Carrying on.
SMILES,MEX-5 binding,VLA-4 inh,MCL1 BIM primary,Fam108B counter,GRK2 aptamer HTS,Bcl-xL primary,CIT2-GFP yeast,AGP1-GFP MLPCN,GLD-1 TGE inh
COc1ccccc1N1CCN(C(=O)C2CC(=O)N(c3ccccc3)C2)CC1 (centres undefined),2.3,-5.3,-0.9,2.1,1.0,1.5,98.1,95.0,-4.2
CC(C)CN(C(=O)COC(=O)Cc1c[nH]c2ccccc12)C1CCS(=O)(=O)C1 (centres undefined),2.5,-38.1,4.1,-2.5,0.0,2.3,93.3,97.8,-4.4
O=C(CCc1c[nH]c2ccccc12)N[C@@H](Cc1c[nH]c2ccc(O)cc12)C(=O)O,0.9,13.8,3.5,0.0,0.0,-1.8,110.3,106.3,-6.1
COc1cc(NC(=O)COC(=O)CSc2cc(C)ccc2C)c(C)cc1[N+](=O)[O-],1.1,-3.7,1.1,0.1,0.0,-3.3,102.4,92.5,3.1
CCCNc1nc(Nc2ccc(C)cc2)nc(N2CCCC2)n1,-1.4,11.5,7.9,-3.4,1.0,4.6,92.4,90.6,-6.2
Cc1cc(C)c2c(n1)SCC(=O)N2CC(=O)Nc1ccc(F)cc1,0.4,0.9,-5.8,0.3,2.0,-2.3,99.9,99.3,6.9
CC1CC(C)CN(CCCOc2ccccc2[N+](=O)[O-])C1 (centres undefined),-5.0,-14.1,9.1,8.0,0.0,-0.8,103.5,100.7,-3.0
CN(CCNC(=O)C1CCN(S(=O)(=O)N2CCOCC2)CC1)CCc1ccccc1,-2.4,3.7,2.9,-2.6,0.0,2.6,97.5,106.5,6.1
COc1ccc2c(c1)C(=O)N(c1ccc(C)cc1C)C(=O)C2,5.8,-22.6,-5.0,-0.8,0.0,2.3,99.8,94.6,4.8
O=C(CCCOc1ccc(Cl)cc1)NCC1CCCO1 (centres undefined),-1.8,6.5,-9.6,3.4,0.0,5.6,96.7,101.8,-2.5

# High-throughput results from PubChem BioAssay.
